BAZ2B block: inhibitors of human BAZ2B bromodomain; 360,000 tested, 4.4% active; Potency, µM (highest dose often 114 µM), for inactives: at the top dose activity change, negative = inhibition, most hits filed as inhibitors; AlphaScreen BAZ2B-H3K14Ac peptide displacement; AID 504333; note: potency is the fitted concentration of half-maximal effect; % is set by controls: 0 for no effect and ±100 for the full control effect; nearly all actives have a fitted effect of over 60% in size
Target sequence (Q9UIF8 whole entry, looked up): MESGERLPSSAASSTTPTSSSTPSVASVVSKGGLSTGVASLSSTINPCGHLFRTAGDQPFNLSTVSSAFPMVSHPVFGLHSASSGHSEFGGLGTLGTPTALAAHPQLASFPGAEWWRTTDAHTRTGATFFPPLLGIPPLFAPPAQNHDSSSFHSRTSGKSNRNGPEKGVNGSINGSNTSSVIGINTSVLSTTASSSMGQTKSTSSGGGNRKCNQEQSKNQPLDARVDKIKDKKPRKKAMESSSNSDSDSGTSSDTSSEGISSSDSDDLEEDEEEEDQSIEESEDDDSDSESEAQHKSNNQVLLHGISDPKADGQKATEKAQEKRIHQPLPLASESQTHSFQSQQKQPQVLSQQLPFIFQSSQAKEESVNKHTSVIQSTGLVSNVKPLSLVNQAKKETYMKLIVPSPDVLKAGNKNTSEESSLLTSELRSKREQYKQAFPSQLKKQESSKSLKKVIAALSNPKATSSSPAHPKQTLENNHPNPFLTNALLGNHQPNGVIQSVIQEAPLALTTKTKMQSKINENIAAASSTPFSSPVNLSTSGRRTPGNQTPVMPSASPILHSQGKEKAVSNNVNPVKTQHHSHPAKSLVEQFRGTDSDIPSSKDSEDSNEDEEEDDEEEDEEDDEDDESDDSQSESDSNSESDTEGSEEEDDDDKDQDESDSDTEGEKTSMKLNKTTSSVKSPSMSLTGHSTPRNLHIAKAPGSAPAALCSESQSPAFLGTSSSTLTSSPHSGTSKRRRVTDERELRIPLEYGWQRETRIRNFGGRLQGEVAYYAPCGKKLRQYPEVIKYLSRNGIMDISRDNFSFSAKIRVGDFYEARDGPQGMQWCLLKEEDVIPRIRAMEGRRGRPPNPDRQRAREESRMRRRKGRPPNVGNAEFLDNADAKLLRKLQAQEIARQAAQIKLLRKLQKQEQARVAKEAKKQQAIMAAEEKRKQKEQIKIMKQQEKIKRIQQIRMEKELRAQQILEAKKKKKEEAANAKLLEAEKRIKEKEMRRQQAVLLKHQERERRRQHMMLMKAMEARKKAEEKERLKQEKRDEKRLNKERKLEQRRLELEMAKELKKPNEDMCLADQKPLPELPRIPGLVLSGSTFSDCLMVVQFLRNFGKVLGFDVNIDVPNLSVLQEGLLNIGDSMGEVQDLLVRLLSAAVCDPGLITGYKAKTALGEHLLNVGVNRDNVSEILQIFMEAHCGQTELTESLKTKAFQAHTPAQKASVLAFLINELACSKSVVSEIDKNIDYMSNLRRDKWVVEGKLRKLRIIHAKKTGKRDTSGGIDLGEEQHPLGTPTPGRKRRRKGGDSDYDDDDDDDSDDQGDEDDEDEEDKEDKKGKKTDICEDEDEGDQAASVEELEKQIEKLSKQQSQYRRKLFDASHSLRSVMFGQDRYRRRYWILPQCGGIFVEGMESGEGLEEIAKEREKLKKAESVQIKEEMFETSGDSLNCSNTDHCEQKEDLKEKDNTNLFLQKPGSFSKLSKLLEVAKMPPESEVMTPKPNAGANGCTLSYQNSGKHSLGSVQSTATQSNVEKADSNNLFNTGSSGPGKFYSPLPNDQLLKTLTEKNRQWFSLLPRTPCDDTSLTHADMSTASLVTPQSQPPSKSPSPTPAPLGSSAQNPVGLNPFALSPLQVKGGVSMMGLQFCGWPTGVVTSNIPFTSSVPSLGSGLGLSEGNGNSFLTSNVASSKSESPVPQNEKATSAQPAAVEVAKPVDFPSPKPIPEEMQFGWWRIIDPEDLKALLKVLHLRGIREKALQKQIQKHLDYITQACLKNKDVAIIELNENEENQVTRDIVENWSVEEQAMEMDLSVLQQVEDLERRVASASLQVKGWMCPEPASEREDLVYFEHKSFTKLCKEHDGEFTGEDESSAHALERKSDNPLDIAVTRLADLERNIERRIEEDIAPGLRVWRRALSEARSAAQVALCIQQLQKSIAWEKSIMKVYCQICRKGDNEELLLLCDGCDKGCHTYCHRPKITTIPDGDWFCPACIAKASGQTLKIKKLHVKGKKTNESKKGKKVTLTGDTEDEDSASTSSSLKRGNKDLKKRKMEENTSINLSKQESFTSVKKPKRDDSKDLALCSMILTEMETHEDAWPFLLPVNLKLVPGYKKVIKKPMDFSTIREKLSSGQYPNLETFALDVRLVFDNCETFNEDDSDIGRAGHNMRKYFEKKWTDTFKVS
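AlphaScreen displacement of biotin-H3(5-23)K14Ac peptide (50 nM final) from BAZ2B (50 nM final) in PBS pH 7.4, 0.01% Tween-20; complex preformed 30 min RT, then compounds (top 110 uM) 30 min RT, beads 20 min dark.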
PI4K2A inh: inhibitors of human PI4K2A. Q9BTU6. 420,000 tested, 0.13% active. activity change, negative = inhibition, % at 76.9 µM. purified PI4K2A, ADP-Glo luminescence, 1 h; stronger effect = lower value; in the data active = activity change below about -50%; inconclusive = mostly about -30% to -49%;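 note: -100% = wells without enzyme as full effect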
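PI4K2A activity was measured by ADP-Glo luminescence: enzyme (4 ug/mL stock) and phosphatidylinositol (1.2 mM stock) in Tris pH 7.5/MgCl2/EGTA/Triton X-100 buffer were reacted with ATP (300 microM stock) for one hour at ambient temperature.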
PGK inhibitor: T. brucei PGK inhibition. P07378. PGK/GAPDH coupled, Kinase-Glo luminescence, 60 min. Potency, µM (highest dose often 57.5 µM), without a hit: at the highest dose activity change, negative = inhibition, actives largely listed as inhibitors. 380,000 tested, 0.043% active. AID 602233; note: potency is the fitted concentration of half-maximal effect; % is set by controls: 0 for no effect and ±100 for the full control effect; nearly all actives have a fitted effect of over 60% in size
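Recombinant glycosomal PGK reaction used 1,3-bisphosphoglycerate generated in-well by GAPDH (100nM final) in 100mM TEA pH 7.6, 5mM MgCl2, 0.01% Tween-20. After 60 minutes at room temperature, ATP was read by Kinase-Glo Plus luminescence end-point.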
Pin1 inhibitor: inhibitors of human Pin1; AID 504891; Potency, µM (doses to about 115 µM), for the others: at the highest dose activity, negative = inhibition, usual class: inhibitors; Pin1 FP peptide displacement, HiFluor488, 10 min; Q13526; 390,000 tested, 0.009% active; active = well fitted inhibition curve with a large enough effect in the polarisation, with a control signal flat, not every such curve was filed as active; inconclusive = small, poorly fitted or top-dose-only effect, or effect the other way, or a change in a side signal; inactive = no such curve, though single readings can be large or run the other way; the % refers to the polarisation; note: potency is the fitted concentration of half-maximal effect; % is set by controls: 0 for no effect and ±100 for the full control effect
GLS inhibitor: inhibitors of human glutaminase (GLS); GLS enzymatic activity, qHTS titration; Potency, µM (series often up to 45.5 µM), without a hit: top-dose activity change, negative = inhibition, hits mostly inhibitors; 410,000 tested, 0.21% active; note: potency is the fitted concentration of half-maximal effect; % is set by controls: 0 for no effect and ±100 for the full control effect
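Human kidney-isoform GLS in 45 mM KH2PO4 pH 8.2, 0.02% Tween-20, with compound, started with 1mM L-Glutamine (added stock). Glutamate oxidase/HRP/Amplex red coupled fluorescence read at start and after 30 min at RT.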
HP1b chromo inh: inhibitors of HP1-beta chromodomain binding to methylated histone tails; P83916; AlphaScreen HP1-beta / biotin-H3K9me3 peptide binding; Potency, µM (highest dose often 114 µM), for inactives: at the highest dose activity change, negative = inhibition, actives largely listed as inhibitors; 390,000 tested, 0.56% active; AID 540317; note: potency is the fitted concentration of half-maximal effect; nearly all actives have a fitted effect of over 70% in size; inactives centre near 23
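HP1-beta protein (50 nM final) preincubated 30 min at room temperature with biotinylated H3(1-18)K9me3 peptide (50 nM) in PBS pH 7.4, 0.01% Tween-20, then compound added for 30 min. AlphaScreen streptavidin donor/nickel chelate acceptor beads (10 ug/mL final), 30 min dark, luminescence read.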
ERG Ets-DNA blk: inhibitors of human ERG Ets domain-DNA interaction; P11308; fluorescence polarization, His-ERG Ets domain / labelled DNA; Potency, µM (doses to about 76.9 µM), without a hit: at the highest dose FP activity, negative = inhibition, actives largely listed as inhibitors; 370,000 tested, 0.028% active; AID 624246; active = well fitted inhibition curve with a large enough effect in the polarisation, with a control signal flat; inconclusive = small, poorly fitted or top-dose-only effect, or effect the other way, or a change in a side signal; inactive = no such curve, though single readings can be large or run the other way; the % refers to the polarisation;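 note: polarization taken with two DNA probes labelled with fluorescein and Texas red; potency is the fitted concentration of half-maximal effect; % of control where 0% means no effect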
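His-tagged ERG Ets domain (1 uM in the protein solution; 300mM KCl, 50mM Tris-HCl, 1mM EDTA, 1mM DTT, pH 7.5) received compound, then a probe mix of 5 nM fluorescein-DNA and 100nM Texas-615-DNA. Fluorescence polarization was read for both dyes.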
G9a inh: blocks human histone lysine methyltransferase G9a; Potency, µM (titrated, usually from 102 µM), for inactives: at the highest dose activity, negative = inhibition, most hits filed as inhibitors; G9a H3K9 monomethylation, AlphaScreen, 2 h; 350,000 tested, 8.8% active; note: potency is the fitted concentration of half-maximal effect; % is set by controls: 0 for no effect and ±100 for the full control effect; nearly all actives have a fitted effect of over 75% in size
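Step 1: enzyme (final 20 nM) with compound, 15 min RT. Step 2: substrate peptide 500 nM and SAM 20 uM, 2 h RT. Step 3: anti-H3K9me1 antibody and AlphaScreen beads, 10 min, then plate read.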
JMJD2A Tudor inh: JMJD2A Tudor domain (human) inhibition; O75164; Potency, µM (series often up to 114 µM), inactives show top-dose activity change, negative = inhibition, usual class: inhibitors; AlphaScreen JMJD2A-Tudor / H3K4me3 peptide binding; 390,000 tested, 4.4% active; note: potency is the fitted concentration of half-maximal effect; % is set by controls: 0 for no effect and ±100 for the full control effect; nearly all actives have a fitted effect of over 50% in size
The depositor's hits bear a star; i = inactive; ? = inconclusive; nt = no result given; [ ] = another dose, or the depositor's remark. Unless noted, calls come from the whole dose curve; as a rule, active = well fitted curve in the direction sought with a large enough effect; inconclusive = small, poorly fitted or top-dose-only effect, or another doubt; inactive = no such curve, though single readings can be large; an effect the other way counts as inactive or inconclusive.

Sample of the layout (2 entries):
SMILES	BAZ2B block	PI4K2A inh	PGK inhibitor	Pin1 inhibitor	GLS inhibitor	HP1b chromo inh	ERG Ets-DNA blk	G9a inh	JMJD2A Tudor inh
COc1cc2c(cc1OC)C1Cc3ccc(OC)c(OC)c3CN1CC2 (stereo not drawn)	-37%	-10	-2%	6%	6%	11%	-5%	-16%	-6%
COc1ccc(-c2nnc3sc(C(C)N4C(=O)c5ccccc5C4=O)nn23)cc1 (stereo not drawn)	-6%	-3	6%	10%	-8%	0%	9%	?	18µM*

Results (from the top)
SMILES	BAZ2B block	PI4K2A inh	PGK inhibitor	Pin1 inhibitor	GLS inhibitor	HP1b chromo inh	ERG Ets-DNA blk	G9a inh	JMJD2A Tudor inh
COc1cc2c(cc1OC)C1Cc3ccc(OC)c(OC)c3CN1CC2 (stereo not drawn)	-37%	-10	-2%	6%	6%	11%	-5%	-16%	-6%
COc1ccc(-c2nnc3sc(C(C)N4C(=O)c5ccccc5C4=O)nn23)cc1 (stereo not drawn)	-6%	-3	6%	10%	-8%	0%	9%	?	18µM*
NS(=O)(=O)c1ccc(CNC(=O)CNC(=O)c2ccc(F)cc2)cc1	-26%	1	nt	0%	-5%	17%	6%	27%	-12%
CCCC[C@@H]1C=C(C(=O)O)[C@H](c2ccc(C)cc2)N1S(=O)(=O)c1ccc(C)cc1	nt	-1	-2%	0%	11%	16%	1%	nt	-12%
Cc1cccc(N2CCN(C(=O)Cn3cccc3)CC2)c1C	?	-10	i	3%	-2%	-9%	0%	50µM*	?
Cc1nc2ccccc2n1CC(=O)N/N=C\c1ccccn1	50µM*	-1	0%	2%	-16%	33%	-3%	?	?
N#C/C(=C\c1ccccc1F)c1nc2ccccc2c(=O)[nH]1	1%	4	i	?	-7%	38%	11%	-20%[59 µM]	-16%
O=C(CSc1nc(=O)n2ccccc2n1)NC1CCCCC1	-20%	3	i	0%	-7%	44%[activator]	9%	-23%	-11%
CCOC(=O)N1CCN(C(=O)COC(=O)c2cc(Cl)cc(Cl)c2)CC1	nt	-3	i	1%	-7%	43%[activator]	-3%	nt	-6%
COCCN(Cc1cc2cccc(C)c2[nH]c1=O)C(=O)c1ccccc1	-5%	-1	-2%	?	5%	39%[activator]	-3%	23%[12.7 µM]	-1%
CC1=C(C(=O)N2CCOCC2)C(c2ccsc2)C2=C(CCCC2=O)N1 (stereo not drawn)	1%	-3	-1%	-9%	-1%	30%	-3%	?	-7%
Cc1ccc(Cl)cc1NC(=O)CCn1cnc2ccccc2c1=O	-6%	-1	-6%	-7%	-6%	-3%[57 µM]	-11%	-6%[59 µM]	-16%
COc1ccc(C2CC(c3ccccc3)=NN2c2ccc(N)cc2)cc1 (stereo not drawn)	40µM*	-2	-1%	34%[activator]	25%	?	-10%	45µM*	?
COc1cccc(OCC(O)CN2CCC(C)CC2)c1 (stereo not drawn)	2%	-5	-2%	1%	-8%	42%[activator]	-8%	4%[59 µM]	-14%
Cc1ccc(SCc2ccc(C(=O)NCc3cccnc3)cc2)cc1	-31%	5	-4%	4%	6%	9%	17%	-1%[59 µM]	-22%
Cc1ccc(C)c(OCCn2cc(C(=O)c3cccs3)c3ccccc32)c1	6%	-5	6%	10%	8%	39%	-14%	24%[59 µM]	5%
CCc1ncc(CN2CCCCC2C(=O)Nc2ccc(Oc3ccccc3)nc2)cn1 (stereo not drawn)	-14%	6	1%	2%	1%	40%[activator]	2%	15%	-17%
Cc1cccc(N(CC(=O)NCC2CCCO2)C(=O)CCC(=O)Nc2cc(C)on2)c1 (stereo not drawn)	3%	8	-4%	6%	-10%	-2%	-1%	-11%[59 µM]	?
Cc1nnc(NC(=O)CSc2nnc3c(n2)[nH]c2ccc(Br)cc23)s1	-1%	0	7%	7%	-3%	9%	14%	10%	-30%
Cc1cc(C)cc(C(=O)NCCc2sc(-c3ccc(F)cc3)nc2C)c1	-10%	-1	-9%	9%	1%	34%	-5%	-6%[12.7 µM]	1%
CC(NC(=O)[C@H](C)NC(=O)[C@@H]1CSC2c3ccccc3C(=O)N21)c1ccccc1 (stereo partly drawn)	-21%	5	-5%	-1%	-13%	42%	-10%	14%	-12%
CCOC(=O)NN1C(=O)c2ccccc2NC1c1ccc(OC)cc1OC (stereo not drawn)	-11%	1	-3%	4%	8%	31%	-12%	-4%[59 µM]	3%
Nc1nnc(SCC(=O)Nc2nccs2)s1	-2%	-7	-10%	-5%	-6%	21%	-2%	?	-10%
CCN(CC)S(=O)(=O)c1ccc(C(=O)NCc2ccc3c(c2)OCO3)cc1	-11%	3	1%	2%	0%	-6%	-3%	-7%	-29%
CC1CC(=O)Nc2ccccc2N1S(=O)(=O)c1cccs1 (stereo not drawn)	2%	0	i	-4%	-8%	15%	-3%	?	0%
CCOC(=O)Cc1c(C)nc2c(-c3ccc(Cl)cc3)c(C(F)(F)F)nn2c1C	203%[activator]	-4	nt	-4%	1%	250%[activator]	5%	307%[activator][59 µM]	170%[activator]
CCc1ccc(CNC(=O)c2cc(-c3ccc(Br)s3)nc3ccccc23)cc1	-38%	-1	-5%	-15%	1%	29%	-3%	18%[59 µM]	4%
C=CCSC1=NN2CCS(=O)(=O)N=C2S1	nt	5	-7%	4%	-2%	35%	0%	-33%	-3%
COc1ccc(N2Cc3cccc(C(=O)NC(C)CCc4ccco4)c3C2=O)cc1 (stereo not drawn)	35µM*	-16	-20%	?	0%	?	5%	?	45µM*
c1ccc(-c2cnn3nnnc3n2)cc1	3%	2	6%	-1%	7%	25%	-1%	-23%	3%
O=C1c2ccccc2C(Nc2cccnc2)N1Cc1ccccc1 (stereo not drawn)	?	-3	-1%	-5%	-2%	17%	-4%	25µM*	-14%
CCCCn1c(N)c(N(CC(C)C)C(=O)c2ccc(OCc3c(C)noc3C)cc2)c(=O)[nH]c1=O	-4%	3	-8%	-3%	-4%	30%	6%	-35%	-11%
CCOC(=O)Cc1csc(NC(=O)CCNS(=O)(=O)c2ccc3c(c2)CCC(=O)N3)n1	-3%	1	-9%	-7%	-10%	57%[activator]	-5%	1%	-1%
CCc1cccc(CC)c1NC(=O)c1ccc(-n2cncn2)nc1	-2%	2	-2%	0%	-5%	38%	7%	2%	-11%
CCNc1nc(SC(C(C)=O)C(C)=O)nc(N(C)C)n1	8%	-1	-9%	0%	-14%	16%	7%	?	-21%
COc1ccc(Nc2ncnc3c2cnn3-c2cccc(C)c2)cc1OC	6%	-3	-10%	0%	4%	37%	-7%	?	-14%
CCCc1cc(=O)[nH]c(SCC(=O)C(C)(C)C)n1	12%	-14	-5%	3%	5%	6%	-3%	71µM*	-14%
O=C(Nc1ccc2oc(=O)ccc2c1)c1ccccc1[N+](=O)[O-]	nt	-6	-10%	-1%	-2%	20%	-2%	-28%	-12%
NC(=O)NC(=O)Nc1ccccc1Cl	3%	-5	i	-4%	-1%	65%[activator]	-3%	1%[2.33 µM]	-7%[57.1 µM]
O=C1CCN(CCCc2ccccc2)CCN1CCO	-24%	-8	-7%	-10%	-3%	9%	4%	-3%	-7%
CCC(CC)=NNc1cccc([N+](=O)[O-])c1	?	-1	-1%	-1%	3%	1%	-4%	?	-36%
COc1ccc(NS(=O)(=O)c2cccc(C(=O)NCC(c3cccs3)N3CCOCC3)c2)cc1 (stereo not drawn)	nt	-3	14%	4%	-19%	21%	1%	nt	-5%
O=C(c1ccc(F)cc1)C1CCN(CCn2c(=S)[nH]c3ccccc3c2=O)CC1	?	-4	nt	nt	14%	nt	nt	?	nt
O=C1COc2ccc(C(=O)COC(=O)c3cccnc3Cl)cc2N1	-10%	-3	-10%	8%	-21%	28%	9%	33%	-4%
CCOC(=O)c1c(NC(=O)COc2ccccc2OCC)sc2c1CC(C)(C)NC2(C)C	-4%	0	-4%	3%	1%	-7%	2%	?	-33%
Cc1ccc2c(n1)CC(C)(C)CC2=O	-6%[57.1 µM]	4	7%	0%	10%	35%[activator]	6%	46%	-8%
Cc1cc(C)cc(C(=O)NCCCc2ccccc2)c1	1%	3	-2%	-1%	-7%	73%[activator]	-8%	3%[59 µM]	25%
CC(=O)c1sc2c(c1OC(=O)c1ccc(Cl)cc1)c(=O)n(-c1ccccc1)c(=S)n2-c1ccccc1	nt	-1	-5%	0%	0%	31%	18%	nt	-7%
COc1ccc(CCN2C(=O)NC(NS(=O)(=O)c3ccccc3)(C(F)(F)F)C2=O)cc1OC (stereo not drawn)	0%	10	0%	-3%	9%	28%	9%	-22%	-2%
CC(=O)NC(NC(C)=O)c1cccc(OCc2ccccc2)c1	2%	1	i	0%	3%	-17%[57 µM]	8%	-6%[59 µM]	-9%
The listing continues:
SMILES	BAZ2B block	PI4K2A inh	PGK inhibitor	Pin1 inhibitor	GLS inhibitor	HP1b chromo inh	ERG Ets-DNA blk	G9a inh	JMJD2A Tudor inh
COc1ccc(/C=C/C(=O)OCc2cccc([N+](=O)[O-])c2)cc1	-21%	-3	?	0%	9%	17%	-3%	3%	-7%
CC(C)NC(=O)COc1cccc2ccccc12	-4%	2	-1%	-10%	2%	5%	10%	27%[12.7 µM]	-18%
O=C(Cn1c(SCCOc2ccccc2)nc2ccccc21)N1CCOCC1	2%	10	-1%	3%	2%	43%	13%	-29%[59 µM]	-1%
COc1ccccc1NS(=O)(=O)c1ccc(NN=C2CCCC2)c([N+](=O)[O-])c1	?	-2	13%	0%	11%	?	-4%	25µM*	20µM*

Screens: PubChem BioAssay, National Center for Advancing Translational Sciences (NCATS)
